Source: PubChem (National Center for Advancing Translational Sciences (NCATS))
IMPase Li cell: cell-permeable IMPase inhibitors with lithium potentiation; Potency, µM (series often up to 59.4 µM), for inactives: at the top dose activity, negative = IMPase inhibition, usual class: inhibitors; CHO-M1 cells, IP1 TR-FRET (IP-One), carbachol + lithium; hit rate 0.35% among 210,000; AID 1457;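 also: IP1 builds up when IMPase is blocked and the TR-FRET signal falls; potency is read from the fitted curve at half-maximal effect; plate controls were basal vehicle for no effect and high inhibitor control for full effect; nearly all actives have a fitted effect of over 50% in size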
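CHO cells stably expressing M1 receptor (2000/well, cultured 16–30 h) treated 30 min at 37C with compound plus low lithium. Cytosolic IP1 by TR-FRET (665/620 ratio and 620 channel) after 10 min lysis; AC50 by Hill fit.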
NPSR antagonist: antagonists of human neuropeptide S receptor cAMP signaling | Q6W5P4 | CHO-NPSR cells, cAMP TR-FRET, antagonist mode | Potency, µM (titrated, usually from 38.3 µM), for inactives: at the top dose activity change, negative = inhibition, most hits filed as inhibitors | hit rate 1% among 220,000 | AID 1461; also: potency is read from the fitted curve at half-maximal effect; % is scaled to controls: 0 for no effect and ±100 for the full control effect; nearly all actives have a fitted effect of over 50% in size; many of its hits are not listed in these tables
Target sequence (Q6W5P4 whole entry, looked up): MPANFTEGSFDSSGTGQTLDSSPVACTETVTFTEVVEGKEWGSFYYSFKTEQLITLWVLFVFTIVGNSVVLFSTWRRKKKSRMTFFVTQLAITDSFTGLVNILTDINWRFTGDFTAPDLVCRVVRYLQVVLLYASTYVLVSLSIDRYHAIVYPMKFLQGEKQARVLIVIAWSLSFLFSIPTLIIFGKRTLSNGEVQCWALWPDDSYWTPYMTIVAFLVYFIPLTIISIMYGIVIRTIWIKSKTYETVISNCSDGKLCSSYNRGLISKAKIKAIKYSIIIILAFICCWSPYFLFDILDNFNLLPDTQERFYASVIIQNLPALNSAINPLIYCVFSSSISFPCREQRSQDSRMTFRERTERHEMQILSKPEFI
Epigenetic reg: epigenetic control regulation, reporter derepression; murine LDR cells, GFP reporter derepression, 30 h; Potency, µM (series often up to 53.9 µM), without a hit: top-dose GFP activation, actives largely listed as activators; AID 1865; hit rate 0.2% among 280,000; also: potency is read from the fitted curve at half-maximal effect; % of control where 0% means no effect; nearly all actives have a fitted effect of over 60% in size
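Murine LDR cells bearing a silenced CMV-driven GFP reporter were exposed to compound for 30 h at 37 C. After PBS washes, GFP-positive cells (20-120 um objects) counted by laser-scanning microplate cytometry.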
LMNA splice mod: LMNA splicing modulation; HeLa LMNA splicing GFP/RFP minigene ratio, 48 h; Potency, µM (series often up to 46.1 µM), without a hit: top-dose ratio change, negative = inhibition, usual class: inhibitors; hit rate 0.01% among 200,000; active = well fitted inhibition curve with a large enough effect in the signal ratio, with a control signal flat, not every such curve was filed as active; inconclusive = small, poorly fitted or top-dose-only effect, or effect the other way, or a change in a side signal; the % refers to the signal ratio; also: potency is read from the fitted curve at half-maximal effect; % is scaled to controls: 0 for no effect and ±100 for the full control effect
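Read-out is the ratio of GFP to DsRed2 object intensity, acquired by 488 nm laser-scanning cytometry on HeLa lamin A-EGFP minigene reporter cells. Compound incubation 48 hrs at 37 °C in Opti-MEM with 2% FBS; DMSO 0.5% final.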
Luc counter: blocks Kinase-Glo luciferase, a counter-screen artifact. Kinase-Glo luciferase, ATP luminescence, 8 min. Potency, µM (series often up to 38.3 µM), inactives show at the highest dose activity change, negative = inhibition, most hits filed as inhibitors. hit rate 0.28% among 200,000. AID 1379; also: potency is read from the fitted curve at half-maximal effect; % is scaled to controls: 0 for no effect and ±100 for the full control effect; nearly all actives have a fitted effect of over 60% in size
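Substrate mix (final 50 mM imidazole pH 7.2, 50 mM KCl, 7 mM MgCl2, 10 uM ATP, 0.01% Tween 20, 0.05% BSA) plus pin-tool compound, then Kinase-Glo detection mix; 8 min ambient, luminescence read.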
CBFb-RUNX1 inh: inhibitors of human CBF-beta and RUNX1 interaction. AID 1477. Potency, µM (doses to about 59.8 µM), for the others: top-dose activity, negative = inhibition, hits mostly inhibitors. 230,000 tested, under 10 active. Q01196+Q13951. AlphaScreen CBFb-His/RUNX1-biotin binding, biochemical; also: % of control where 0% means no effect
Target sequence (Q01196 whole entry, looked up): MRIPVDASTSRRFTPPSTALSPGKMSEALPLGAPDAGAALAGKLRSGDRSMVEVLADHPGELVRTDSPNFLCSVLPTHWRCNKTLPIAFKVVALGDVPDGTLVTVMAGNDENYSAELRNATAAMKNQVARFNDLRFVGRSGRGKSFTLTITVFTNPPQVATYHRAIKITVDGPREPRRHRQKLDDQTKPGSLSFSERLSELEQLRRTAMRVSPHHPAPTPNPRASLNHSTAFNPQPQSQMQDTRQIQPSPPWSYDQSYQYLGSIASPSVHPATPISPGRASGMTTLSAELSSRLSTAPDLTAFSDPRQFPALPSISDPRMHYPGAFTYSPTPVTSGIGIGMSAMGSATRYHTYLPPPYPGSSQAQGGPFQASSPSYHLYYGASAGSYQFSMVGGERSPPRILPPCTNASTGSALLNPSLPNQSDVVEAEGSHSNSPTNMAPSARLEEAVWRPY
Target sequence (Q13951 whole entry, looked up): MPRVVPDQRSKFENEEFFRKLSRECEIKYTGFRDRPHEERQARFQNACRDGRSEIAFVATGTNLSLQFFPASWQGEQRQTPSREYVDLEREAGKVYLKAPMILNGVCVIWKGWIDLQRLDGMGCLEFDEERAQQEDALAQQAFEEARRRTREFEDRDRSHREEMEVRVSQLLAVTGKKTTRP
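CBFb-His/RUNX1-biotin, 30 nM each, preincubated 20 min RT; compound 15 min RT; Ni + streptavidin beads 50 ng each, 90 min RT; AlphaScreen read.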
HttQ103 aggreg: mutant huntingtin aggregation inhibition. hit rate 1.1% among 220,000. Potency, µM (top dose mostly 46.1 µM), inactives show at the highest dose activity change, negative = inhibition, most hits filed as inhibitors. AID 1688. PC12 HttQ103-GFP aggregates, Acumen cytometry, 40 h; also: potency is read from the fitted curve at half-maximal effect; % is scaled to controls: 0 for no effect and ±100 for the full control effect; nearly all actives have a fitted effect of over 60% in size
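PC12 cells with ecdysone-inducible HTT exon1 Q103-GFP, induced by 100 nM tebufenozide, given compounds in a concentration series. GFP aggregates (1–25 um, 6 SD above background) counted in lysates by laser-scanning cytometry, 488 nm excitation.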
* marks the source's active call; other numbers are inactive results; u = inconclusive; x = not tested or not shown; & = joins results of further samples; [ ] = dose if it differs, or a comment. Unless noted, calls follow the shape of the dose curve; as a rule, active = well fitted curve in the direction sought with a large enough effect; inconclusive = small, poorly fitted or top-dose-only effect, or another doubt; inactive = no such curve, though single readings can be large; an effect the other way counts as inactive or inconclusive. These rows are one share of the data; rates above refer to the full screens.

SMILES	IMPase Li cell	NPSR antagonist	Epigenetic reg	LMNA splice mod	Luc counter	CBFb-RUNX1 inh	HttQ103 aggreg
N[C@@H](Cc1cc(I)c(O)c(I)c1)C(=O)O	-7%&6%	-6%	1.0%&2.1%	-2%	-1%	u	8%
Cc1cccc(CSc2nc3c(cc2C#N)CN(C)CC3)c1	15%[38.3 µM]	6%[46.1 µM]	1.5%	1%	2%	9%	20%
C/C(=N\NC(=O)c1ccncc1)c1c(O)n(-c2ccccc2)c(=O)[nH]c1=O	x	-7%	0.0%	u	x	3%	-11%[9.22 µM]
CN1CCc2c(c(N3CCCCC3)nc3n[nH]c(N)c23)C1	16%[38.3 µM]	6%[46.1 µM]	-6.3%	-12%	-3%	19%	-11%
CC(C(N)=O)N1CC(c2ccc(Cl)cc2)CC1=O (centres undefined)	-5%[38.3 µM]	6%[46.1 µM]	-1.0%	-4%	1%	4%	-1%
Nc1c(C(=O)NCCN2CCOCC2)c2nc3ccccc3nc2n1Cc1ccccc1	x	-49%	5.6%	x	x	u	5%[9.22 µM]
Cn1c(O)c(C(c2ccccn2)c2c(O)n(C)c(=S)n(C)c2=O)c(=O)n(C)c1=S	-4%[38.3 µM]	-4%[46.1 µM]	-1.2%	6%	2%	u	11%
CNC(=O)ON(C(=O)NC)C1N(C)C(=S)SC1(C)C (centres undefined)	19%[38.3 µM]	-2%[46.1 µM]	6.1%	15%	-3%	-4%	-3%
CCCCN(CC)c1c([N+](=O)[O-])cc(C(F)(F)F)cc1[N+](=O)[O-]	8%	x	-0.8%	2%	0%	x	x
C=CCN1C(=O)/C(=C/c2cc(C)n(-c3cccnc3)c2C)C(=O)NC1=S	5%	-15%	-4.2%	5%	-5%	-9%	8%
O=C1C=CC[C@@H]2[C@H]3CCCN4CCC[C@@H](CN12)[C@@H]34	-13%	x	-1.1%	x	0%	0%	x
CC[C@@H]1CN2CCc3cc(OC)c(OC)cc3[C@H]2C[C@@H]1C[C@@H]1NCCc2cc(O)c(OC)cc21	-8%	x	-0.3%[16.9 µM]	u	0%[17.1 µM]	19%[21.7 µM]	x
CC(Cc1ccccc1)NC(=O)NC(C)Cc1ccccc1 (centres undefined)	52%[activator][38.3 µM]	-3%[46.1 µM]	-0.8%	-6%	1%	3%	-4%
CCOc1ccccc1N1C(=O)NC(=O)/C(=C/c2ccc3c4c(cccc24)CC3)C1=O	-8%[38.3 µM]	-28%[46.1 µM]	-0.9%	1%[0.0737 µM]	2%	-4%	11%
Cc1nc2ccccc2c(=O)n1-c1ccccn1	u	6%[46.1 µM]	0.0%	u	0%	2%	2%
Clc1ccc2nc3c(c(-c4ccccc4)c2c1)CNCC3	6%	0%	-2.2%	-11%	1%	-1%	-2%
CSc1ncc(Cl)c(C(=O)O)n1 (tested in a mixture with another compound)	17%[38.3 µM]	-1%[46.1 µM]	0.0%	7%	-2%	13%	13%
CSc1nc(N)c(N=Nc2ccc([As](=O)(O)O)cc2)c(=O)[nH]1	x	-15%	0.4%	x	x	2%	-14%[9.22 µM]
O=C(c1ccc(CS(=O)(=O)c2ccccc2)o1)N1CCC2(CC1)OCCO2	10%[38.3 µM]	27%[46.1 µM]	-4.8%	-11%	-2%	u	-22%
CCCCCCCC(=O)OCC(COC(=O)CCCCCCC)OC(=O)CCCCCCC	4%	x	x	u	x	-1%[21.7 µM]	6%
O=C1NC(=O)N(c2ccc(Br)cc2)C(=O)/C1=C/c1ccsc1	4%	-17%	1.3%	x	x	-6%	14%
CC(C)(C)c1ccc(O)c(CN2CCN(c3ccccc3)CC2)c1	12%[38.3 µM]	-17%[46.1 µM]	-2.7%	-1%	-1%	1%	-19%
CCC1(C)Cc2ccccc2-c2c1c(=O)n(Cc1ccccc1)c1nnnn21 (centres undefined)	30%[38.3 µM]	u	-2.1%	0%	0%	11%	-22%
Cc1ccc(S(=O)(=O)CC(=O)c2cc(C)c(OC(=O)N(C)C)c(C)c2)cc1	3%	-6%	-0.4%	-5%[46 µM]	-1%	-10%	12%
NC(Cc1ccccc1)c1nc(-c2ccccc2)no1 (centres undefined)	x	14%	-2.3%	x	x	6%	22%[9.22 µM]
Cc1nn(C)c(C)c1/C=C1/CC2C3CC=C4CC(O)CCC4(C)C3CCC2(C)C1=O (centres undefined)	2%	-16%[46.1 µM]	1.9%	-5%	-1%	-3%	-12%
O=C(Oc1ccccc1)N(c1ccccc1)c1ccccc1	x	53%	-3.2%	x	x	u	-15%[9.22 µM]
O=c1[nH]c(=S)n(CCC2=CCCCC2)c(O)c1/C=N/N1CCOCC1	x	-30%	0.1%	x	x	0%	6%[9.22 µM]
CC(=O)N1CCC2(CC1)CC(=O)c1cc(OCC(=O)N3CCN(C)CC3)ccc1O2	-15%[38.3 µM]	-7%[46.1 µM]	0.0%	7%	-4%	-4%	-5%
CCCC(=O)NC(Oc1ccc(OC)cc1)C(Cl)(Cl)Cl (centres undefined)	12%	-19%	5.4%	x	-3%	4%	x
CC(C)Cc1nc(N2CCNCC2)c(C#N)c2c1CCC2	x	-5%	0.2%	x	x	8%	-3%[9.22 µM]
C[C@]12CC(=CO)C(=O)C[C@@H]1CC[C@@H]1[C@@H]2CC[C@@]2(C)[C@H]1CC[C@]2(C)O	x	6.3µM*	2.1%	u	x	4%	x
CN1C[C@H](C(=O)N[C@]2(C)O[C@@]3(O)C4CCCN4C(=O)[C@H](Cc4ccccc4)N3C2=O)C[C@@H]2c3cccc4[nH]cc(c34)C[C@H]21 (some centres undefined)	9%&15%&8%	u	-0.2%&-0.8%&0.0%	u	-9%&0%	3%	-2%
Cc1cccc(OCC(=O)N2CCN(Cc3ccc4c(c3)OCO4)CC2)c1	7%	-1%	-1.9%	u	4%	1%	-6%
CN1C[C@H](CO)C=C2c3cccc4[nH]cc(c34)C[C@@H]21	5%	x	1.1%[16.9 µM]	-11%	0%[17.1 µM]	-13%[21.7 µM]	x
Cc1cccc(N2C(=O)NC(=O)/C(=C/c3ccc(N4CCOCC4)cc3)C2=O)c1	0%	-14%	-1.4%	x	-3%	-3%	15%
O=C(NCNC(=O)N[C@H]1C(=O)NC(=O)N1CO)N[C@H]1C(=O)NC(=O)N1CO	19%	x	5.2%[16.9 µM]	-11%	-6%[17.1 µM]	6%[21.7 µM]	x
CCc1ccc(OCCCN=C(C)c2c(O)n(C)c(=O)n(C)c2=O)cc1	31%[38.3 µM]	-18%[46.1 µM]	-1.1%	u	6%	10%	u
CCOc1ccc(N(CC)S(=O)(=O)c2ccc3c(c2)oc(=O)n3C)cc1	-10%	0%[46.1 µM]	-2.0%	u	0%	2%	-25%
CCCCn1c(=O)c(C(=O)Nc2ccsc2C(=O)OC)c(O)c2ccccc21	u	-1%	1.1%	-11%	-1%	6%	-6%
COc1cccc(CCNCc2cccc(C(F)(F)F)c2)c1	5%	-3%	-0.5%	x	-2%	15%	21%
O=C(c1ccc(Cl)cc1)C12CN3CN(CN(C3)C1)C2	-9%[38.3 µM]	4%[46.1 µM]	-0.2%	1%	-4%	-2%	12%
C[C@]12CCC(=O)C[C@@H]1CC[C@@H]1[C@@H]2CC[C@@]2(C)[C@H]1CC[C@]2(C)O	x	-15%	0.0%	x	x	5%	x
CCCOP(=O)(OCCC)c1nc(-c2ccccc2)oc1NCc1ccccc1	6%	-60%	3.0%	u	-2%	2%	-5%
CCOC(=O)Cn1c(=O)oc2cc(S(=O)(=O)N3CCN(C(=O)c4ccco4)CC3)ccc21	2%	13%	0.3%	u	2%	7%	10%

2 of these compounds in a different format:
The line under a structure holds: IMPase Li cell	NPSR antagonist	Epigenetic reg	LMNA splice mod	Luc counter	CBFb-RUNX1 inh	HttQ103 aggreg
> O=C1NC(=O)N(c2ccc(Br)cc2)C(=O)/C1=C/c1ccsc1
  4%	-17%	1.3%	x	x	-6%	14%
> CC(C)(C)c1ccc(O)c(CN2CCN(c3ccccc3)CC2)c1
  12%[38.3 µM]	-17%[46.1 µM]	-2.7%	-1%	-1%	1%	-19%

Continued:
SMILES	IMPase Li cell	NPSR antagonist	Epigenetic reg	LMNA splice mod	Luc counter	CBFb-RUNX1 inh	HttQ103 aggreg
CCCCN1CCC(O)(c2ccccc2)C(C(=O)c2ccccc2)C1 (centres undefined)	27%	5%[46.1 µM]	-2.4%	u	0%	1%	14%
CC[N+](C)(CC)CCCCOc1ccc2c(c1)C(=O)c1cc(OCCCC[N+](C)(CC)CC)ccc1-2	x	-39%	0.5%	x	x	-5%	4%[9.22 µM]
O=c1[nH]c(=O)n(Cc2ccc(F)cc2)c(O)c1C=NCCCn1ccnc1	24%[38.3 µM]	-3%[46.1 µM]	-4.2%	-2%	-2%	-1%	-6%
CC(C)(c1ccc(OCC2CO2)cc1)c1ccc(OCC2CO2)cc1 (centres undefined)	25%&-8%&16%	x	1.9%&0.0%	x	x	u	x
c1cc2c(c(N3CCNCC3)c1)OCCO2	0%	x	-3.1%	x	0%[39.9 µM]	-8%	4%
O=c1[nH]c(=O)n(CCC2=CCCCC2)c(O)c1C=NCCN1CCNCC1	10%[38.3 µM]	-1%[46.1 µM]	-1.0%	12%	-2%	-1%	3%
CCCCCC[C@H]1C(=O)O[C@H](C)[C@H](NC(=O)c2cccc(NC=O)c2O)C(=O)O[C@@H](C)[C@H]1OC(=O)CC(C)C	1%	x	1.1%[16.9 µM]	u	2%[17.1 µM]	-7%[21.7 µM]	x
Cc1ccc(-n2c(O)c(C=Nc3ccccc3N)c(=O)[nH]c2=O)cc1C	2%[38.3 µM]	-15%[46.1 µM]	-1.6%	-10%	5%	5%	u
CCCCn1c(O)c(C(CC)=Nc2ccc(OCC)cc2)c(=O)[nH]c1=O	30%[38.3 µM]	-15%[46.1 µM]	0.0%	u	-2%	0%	-2%
CCOc1ccc(N2C(=O)NC(=O)/C(=C\c3ccccc3[N+](=O)[O-])C2=O)cc1	x	0%	-0.9%	x	x	0%	-9%[9.22 µM]
CC(C)C[C@H]1C(=O)N2CCCC2[C@]2(O)O[C@](NC(=O)[C@@H]3C=C4c5cccc6[nH]cc(c56)CC4N(C)C3)(C(C)C)C(=O)N12 (some centres undefined)	-14%&16%&2%	u	2.1%&0.4%&-1.4%	3%	-6%&-5%	u	-12%
CCCN1CCC[C@@H]2Cc3[nH]ncc3C[C@H]21	12%&-1%	x	-1.6%	u	2%	17%&-5%[21.7 µM]	x
CN(C)CC1CSCCC1(O)c1ccc(C(F)(F)F)cc1 (centres undefined)	1%	19%	-1.9%	u	6%	-3%	0%
CC1CN(O)C2CCc3nonc3C12O (centres undefined)	18%[38.3 µM]	-1%[46.1 µM]	1.0%	6%	-2%	3%	10%
